Screening results: PubChem BioAssay, Broad Institute
DENV2 CPE: inhibitors of DENV2 cytopathic effect, primary screen, cell-based, plate reader, single concentration; CPE inhibition, % at 9.99 µM; DENV2-infected cells, cytopathic effect rescue; 350,000 compounds, 1.7% hits; in the data active means CPE inhibition above about 20%, passing the limit was not always enough; inconclusive means no clear call, values can overlap the other calls; tested in BHK-21 cells;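 further: 0% = median of neutral control wells and 100% = median of positive control wells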
FN deposition inh: inhibitors of fibronectin matrix deposition, primary screen, AH1F cells, Alexa488-fibronectin fluorescence, plate reader; AH1F fibroblasts, overnight; inhibition, % at 12.6 µM; 350,000 compounds, 0.086% hits; AID 743247, 2014;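 active means mean inhibition across replicates of 30% or more, regardless of how many single replicates reach that level; inconclusive means mean under 30% yet at least half of replicates reach 30%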;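 further: positive control wells lacked labelled fibronectin entirely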
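Test system: AH1F fibroblast monolayer depositing Alexa488-labelled fibronectin into matrix. Input: 10000 cells per well. Technique: fluorescence, ex 485 nm, em 525 nm. Buffer or medium: DMEM plus 2% serum, read in PBS. Timing: 1 h cell adhesion before compound, then overnight fibronectin incubation. Compound: single dose, pinned. Read-out basis: inhibition from reduced deposited-fibronectin fluorescence.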
PAX8 inh HTS: inhibitors of PAX8-driven TPO luciferase reporter, primary screen, RMG-I cells, single concentration; SteadyGlo, 24 h; inhibition, % at 12.6 µM; 360,000 compounds, 1.2% hits; AID 652154, 2013;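 active means mean replicate inhibition at least 60% with every replicate also reaching 60%; inconclusive means only one of the two criteria is met; inactive means mean below 60% and not all replicates reaching 60%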;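 further: luciferase light reporting Pax8 driven TPO promoter activity; plate controls were median of neutral control wells for no effect and mitoxantrone controls for full effect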
miR122 inh: miR-122 Renilla sensor signal increase in Huh7, primary screen, miR-122 inhibitor project, cell-based, single point, plate reader | Huh7 miR-122 Renilla luciferase sensor, 48 h; neutral wells = 0, positive control = 100 | activation (reporter increase), % at 12.5 µM | 340,000 compounds, 0.3% hits;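 active means mean replicate activation score at least 90 and every replicate individually at or above 90; inconclusive means only one of the two criteria met; inactive means neither criterion met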;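 further: higher luciferase means less miR-122 activity so hits act as miR-122 inhibitors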
GSIS activator: GLuc luminescence reporter in INS-1E cells, primary screen for activators of glucose-dependent secretion of insulin | activation, % at 16.6 µM | 370,000 compounds, 0.61% hits | INS-1E GLuc reporter insulin secretion, 2-3 h | AID 743287, 2014;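 active means lowest replicate activation of at least 40%, so every replicate reaches that level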;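 further: 0% = median of neutral control wells and 100% = median of IBMX positive control wells; some compounds called inactive have numbers as strong as hits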
EWS-Fli inh: EWS/Fli-driven NR0B1 reporter inhibitors, primary screen, A673 cells, NR0B1 luciferase, luminescence, MLPCN library. viability-normalised. inhibition, % at 12.6 µM. 350,000 compounds, 0.67% hits;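 active means mean inhibition of at least 50% after viability correction, with every replicate also passing that limit; inconclusive means mean reaches 50% but only one of two replicates passes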;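 further: firefly luciferase signal divided by Alamar Blue viability fluorescence both relative to DMSO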
F508del corr: F508del CFTR correction, initial screen, CFBE line, single point; CFBE cells, YFP halide quenching; stimulated with forskolin plus potentiator P3; % fluorescence drop versus neutral controls; activity (quench increase), % at 7.58 µM; 350,000 compounds, 0.36% hits; AID 720511, 2013;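 active means mean added fluorescence quench of at least 8% versus neutral control, with both replicates also reaching 8%; inconclusive means only one of the mean or replicate conditions met; inactive means mean below 8% and not both replicates reaching 8%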;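 further: cells transiently co-express mutant CFTR-F508del with the halide-sensitive YFP; corrector assay measuring rescue of mutant channel to the surface after 24 h compound exposure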
* marks the source's active call; other numbers are inactive results; u = inconclusive; x = no result given; & = joins results of further samples; [ ] = dose if it differs, or a comment.

SMILES	DENV2 CPE	FN deposition inh	PAX8 inh HTS	miR122 inh	GSIS activator	EWS-Fli inh	F508del corr
Cc1sc(N)c(C(=O)c2ccccc2)c1C	-3	-1	17	1	-17	4	0.4
Cc1ccc(S(=O)(=O)N[C@@H]2CC[C@@H](CCn3cc(C4(O)CCCC4)nn3)O[C@H]2CO)cc1	4	-6	3	x	3	-3	0.6
C[C@H](NC(=O)[C@H]1[C@H](CO)[C@H]2Cn3c(ccc(-c4cccc(F)c4)c3=O)[C@H]2N1C)c1ccccc1	-10	x	2	x	-7	3	-0.2
O=S(=O)(c1ccc(F)cc1)N1C[C@@H]2[C@H](c3ccccc31)[C@H](CO)N2Cc1ccc2c(c1)OCO2	0	x	-4	29[16.7 µM]	-12	23	7.4
CC(C)(C)c1ccc(S(=O)(=O)N2CCN(CC(=O)NC(=O)NC3CCCCC3)CC2)cc1	4	-1	-4	-7	-25	3	2.0
CCOC(=O)CSc1nnc(CNC(=O)c2ccc([N+](=O)[O-])cc2)n1C	-2	-9	-11	-3	x	8	-0.1
COc1ccc(Nc2cc(C)c3ccc(O)cc3n2)cc1	0	15	-7	8	-18	-32	-18
O=C(NCCCN1CCCC1=O)C1CCN(S(=O)(=O)c2cccc(C(F)(F)F)c2)CC1	15	-10	-5	x	13	-1	-2.8
COc1ccccc1N1CCN(C(=O)COc2cccc(C)c2C)CC1	1	x	13	0	-25	5	-0.4
CC(=O)Oc1cccc(N2C(=O)c3cccc4c([N+](=O)[O-])ccc(c34)C2=O)c1	-6	2	11	0	x	u	x
COc1cccc(/C=C/C(=O)OCC(=O)N2c3ccccc3NC(=O)C2(C)C)c1	-6	0	-18	x	7	0	x
Cc1ccccc1-c1cnc2c(c1)C(=O)N([C@@H](C)CO)C[C@H](C)[C@@H](CN(C)C(=O)c1ccncc1)O2	8	x	x	-3[16.7 µM]	5	17	-1.1
Cc1ccc(/C=C/C(=O)CCC(=O)O)cc1	2	13	-33	-4	18	1	2.4
CCc1cnc(N2[C@H](CO)[C@H](c3ccc(C4=CCCCC4)cc3)[C@@H]2C#N)s1	29*	x	-17	x	7	-25	-3.0
CCn1c(CCNC(=O)c2ccc(Cl)c(Cl)c2)nnc1SCCOc1ccc(OC)cc1	x	2	x	1	-15	x	x

DENV2 CPE: what is marked active above.
| SMILES | DENV2 CPE | miR122 inh | GSIS activator | F508del corr |
| --- | --- | --- | --- | --- |
| CCc1cnc(N2[C@H](CO)[C@H](c3ccc(C4=CCCCC4)cc3)[C@@H]2C#N)s1 | 29* | x | 7 | -3.0 |

For reference, some entries already given:
SMILES	DENV2 CPE	FN deposition inh	PAX8 inh HTS	miR122 inh	GSIS activator	EWS-Fli inh	F508del corr
Cc1sc(N)c(C(=O)c2ccccc2)c1C	-3	-1	17	1	-17	4	0.4
Cc1ccc(S(=O)(=O)N[C@@H]2CC[C@@H](CCn3cc(C4(O)CCCC4)nn3)O[C@H]2CO)cc1	4	-6	3	x	3	-3	0.6
C[C@H](NC(=O)[C@H]1[C@H](CO)[C@H]2Cn3c(ccc(-c4cccc(F)c4)c3=O)[C@H]2N1C)c1ccccc1	-10	x	2	x	-7	3	-0.2

New compounds follow.
SMILES	DENV2 CPE	FN deposition inh	PAX8 inh HTS	miR122 inh	GSIS activator	EWS-Fli inh	F508del corr
Cc1ccc(NC(=O)CN2C(=O)S/C(=C/c3ccc(-c4cccc(C(=O)O)c4)o3)C2=O)cc1	6	4	15	x	-14	30	-0.1
CC(=O)c1ccc(NC(=O)CC(NCCC2=CCCCC2)C(=O)O)cc1 (stereo not given)	1	-5	-4	x	3	6	x
Cc1ccc(O)c(C(=O)c2cc(C#N)c(=O)n(Cc3ccccc3)c2)c1	19	2	-26	x	0	16	7.1
CCN1CCN(CC(O)COC(C)C)CC1 (stereo not given)	x	4	x	-6	6	x	x
O=C(CSc1ccccc1)NCc1ccccn1	-5	-6	6	0	18	-3	x
Cc1[nH]c2c(C)cccc2c1CCNC(=O)C1CCCCC1C(=O)OCC(F)(F)F (stereo not given)	x	3	5	19	-22	x	x
O=[N+]([O-])c1ccc2nc(-c3ccccc3)[nH]c2c1	-2	-15	-241	-9	21	-85	x
O=C(CSc1nnnn1-c1ccccc1)NCC1(N2CCOCC2)CCCCC1	4	7	8	-4	3	-3	-3.9
CCN1C(=NCCOC)N[C@@H](c2ccccc2)[C@H](C(=O)OC)[C@H]1C	3	3	5	7	9	9	1.8
CC1(OC(=O)C2CCCC2)C(=O)C=C2C=C(c3ccsc3)N(Cc3ccc4c(c3)OCO4)C=C2C1=O (stereo not given)	x	-11	22	-4	-13	11	4.1
CC(NC(=O)C1CCN(S(=O)(=O)c2cccs2)CC1)c1cccc(Cl)c1 (stereo not given)	-2	-11	14	x	-15	10	-1.7
CC(C)(C)[C@H]1C=C(C(=O)NCc2nc3ccccc3[nH]2)O[C@@H](OCCCCO)C1	-12	-3	9	x	-21	-19	3.7
Cc1ccc(/C=N/NC(=O)Cn2nnc(N)n2)o1	4	-3	-19	-5	1	0	-1.7
S=c1[nH]nc2ccc3ccccc3n12	-2	0	8	-10	x	-14	1.0
CCCCCCSc1ccc(-c2nc3cc(C)ccn3c2NC2CCCCC2)cc1	2&2	-6	-7&24	1	16&-16	5&24	3.1&1.6
CCc1ccc2[nH]cc(C(=O)OCCOC)c(=O)c2c1	x	3	-2	5	x	x	x
O=C(COC(=O)c1cccc(S(=O)(=O)N2CCCCC2)c1)NC1CCCCC1	7	9	-7	-1	19	4	-2.5
O=C(Cc1cccc2ccccc12)NNC(=O)c1ccc(Br)o1	-4	13	21	-2	-3	6	-3.0
Cc1cc(OCC(=O)Nc2ccncc2)cc(C)c1Cl	-1	-5	-16	-2	-4	14	4.1
CCN(C(=O)C1CSC2(C)CCC(=O)N12)c1nc2c(C)cccc2s1 (stereo not given)	-3	-8	x	x	0	4	0.5
Cc1cc(NC(=O)CN2CCc3ccccc3C2)nc2c1c(=O)oc1ccccc12	-1	0	5	34	x	-3	2.3
Cc1c(-c2ccccc2)cnc2c(C)cccc12	1	-19	26	3	19	4	-1.0
C=CCn1cccc(C(=O)Nc2ccc(OC)c(OC)c2)c1=O	-4	2	-26	0	-8	-23	1.9
COc1ccc(-n2nnnc2/C=C\Nc2ccc(C)cc2)cc1	-8	16	13	0	-5	-6	-1.5
Cc1n[nH]c(=O)c2c(NC(=O)CSc3ccccc3F)oc(C)c12	-4	11	1	-7	5	-2	-1.8
Cc1cc(C)c(OCC(=O)OC(C)C(=O)NC2CC2)c(C)c1 (stereo not given)	-4	-2	3	-2	3	x	-0.2
CN(C)NC(=S)Nc1cccc(C(F)(F)F)c1	4	1	8	0	-2	3	-0.3
O=C(C[C@H]1CC[C@@H]2[C@H](COC[C@H](O)CN2CC2CCOCC2)O1)NCC1CC1	7	-11	-14	7[16.7 µM]	14	2	0.5
COc1ccc(-c2nc(CS(=O)CC(=O)NC3CCCC(C)C3C)c(C)o2)cc1OC (stereo not given)	0	-12	18	-5	-23	x	-0.3
CCCC(C)C(=O)Nc1ccc(F)c(Cl)c1 (stereo not given)	6	1	9	-2	-5	-2	1.4
COc1ccccc1CNC(=O)C(NS(=O)(=O)c1ccc2c(c1)oc(=O)n2C)C(C)C (stereo not given)	-20	-1	-4	-4	2	0	1.5
Cc1noc(C)c1C(=O)OCC(=O)Nc1cccc(S(N)(=O)=O)c1	2	-2	8	x	1	2	2.5
C[C@@H]1CN([C@H](C)CO)C(=O)c2cc(NC(=O)c3ccncc3)ccc2O[C@@H]1CN(C)Cc1ccc2c(c1)OCO2	0	x	-14	4[16.7 µM]	x	-6	-2.8
COCCNC(=O)C(=O)NCCN1CCNCC1	-2	-9	4	x	8	4	-0.2
COc1ccc(-c2ccc3c(c2)O[C@H](CN(C)C(=O)c2ccccc2F)[C@@H](C)CN([C@@H](C)CO)S3(=O)=O)cc1	2	x	-7	3[16.7 µM]	-3	1	-0.6
Cc1ccsc1C(=O)NNC(=S)NCC(C)C	11	x	x	6	10	1	-4.2
Cc1ccc(Nc2nc(N)nc(CSc3ncccn3)n2)cc1	x	x	-172	2	7	x	x
O=S(=O)(c1ccc(F)c(Cl)c1)N1CCN(C/C=C/c2ccccc2)CC1	5	-8	-2	-4	-21	-1	-2.4
CC(/C=N/n1c(COc2ccccc2)n[nH]c1=S)=C\c1ccccc1	x	-22	x	0	-10	x	x
CN1CCN(S(=O)(=O)c2ccc3c(c2)NC(=O)CS3)CC1	7	-3	4	7	-1	x	-1.4
COc1ccc(OC)c(/C(C)=N\NC(=O)c2cc3cc(Cl)ccc3n2C)c1	69*	-6	11	-2	-2	38	14*
CC(=O)NC1C2CN3CCN(C2)CC1(Cc1ccccc1)C3 (stereo not given)	x	5	4	0	12	x	x
CCC(=O)Nc1ccc2c(c1)C(=O)N(C)C[C@@H](OC)[C@H](C)CN(CC1CC1)[C@@H](C)CO2	3	3	-5	x	15	-8	0.7
CCOC(=O)N1CCN(C(=O)c2ccccc2SCC(=O)NCC2CCCCC2)CC1	-2	-18	-10	x	-4	-2	0.8
O=C(N=Nc1c(O)[nH]c2ccccc12)c1cccs1	x	-3	-40	x	27	x	x
O=C(Cn1cnc2scc(-c3cccc([N+](=O)[O-])c3)c2c1=O)NCc1ccco1	-4	-3	16	x	-7	0	-0.4
CC(C)n1c(/C=C/[C@@H](O)C[C@@H](O)CC(=O)O)c(-c2ccc(F)cc2)c2ccccc21	11	10	11	-16	11	42	-0.3
O=C(Cc1ccccc1)NN1C(=O)/C(=C/c2ccccc2C(=O)O)SC1=S	-4	4	12	x	-1	12	x
CCOC(=O)c1[nH]c2ccccc2c1NC(C)=O	u	x	18	0	5	10	0.6
Cc1ccc(S(=O)(=O)Nc2ccc3c(c2)C(=O)N([C@@H](C)CO)C[C@@H](C)[C@H](CN(C)C(=O)CCCN(C)C)OCCCC[C@H](C)O3)cc1	18	-6	9	2[16.7 µM]	9	-1	-1.7
COc1cccc(-c2ccc([C@H]3[C@@H](CO)N4C(=O)CN(C(=O)NC(C)C)C[C@@H]34)cc2)c1	4	x	-19	x	-7	-8	1.5
Cc1ccc(S(=O)(=O)Nc2ccc3c(c2)CC(=O)N([C@@H](C)CO)C[C@@H](C)[C@H](CN(C)C(=O)Nc2ccc4c(c2)OCO4)O3)cc1	7	-12	-17	11[16.7 µM]	1	-6	1.9
CC(C)N(C(=O)CN1CCN(S(=O)(=O)c2ccc(Br)s2)CC1)C(C)C	-5	-4	1	x	-1	-4	-1.6
COc1ccc(OC)c(CCNC(=O)CCc2nnc3ccc(N4CCCC4)nn23)c1	u	3	13	9	13	x	-2.0
CCCN(C)C[C@H]1Oc2ncc(C#Cc3ccc(F)cc3)cc2C(=O)N([C@@H](C)CO)C[C@H]1C	1	-2	x	-6[16.7 µM]	-5	5	0.6
COc1ccc(NC2=C(C(C)=O)C(c3ccc4c(c3)OCO4)C(C(C)=O)C(C)(O)C2)cc1 (stereo not given)	x	-1	x	2	16	x	x
N#Cc1cccc(N=c2ssnc2Cl)c1	14	8	3	x	-9	18	0.3
O=C(NN(Cc1ccccc1)Cc1ccccc1)c1ccccc1	7	-7	-9	-3	49*	1	-1.1
Cc1ccc(C)c(N2CCN(C(=O)C3CCC3)CC2)c1	-2	0	4	-7	-1	11	5.7
Cn1c(CNC(=O)CNC(=O)c2ccc(F)cc2)cc(=O)n(C)c1=O	1	5	7	-4	4	1	0.4
